ROMK mod: human ROMK K+ channel modulation, primary screen; Tet-inducible ROMK, thallium flux fluorescence; actives lie on both sides; B-score at 10 µM; actives 2% (n = 130,000);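 active means signal ratio slope over the read window, or its plate-corrected B-score, at least 3 SD from the plate mean, either direction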;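 further: B-score of the F/F0 ratio slope over 7 to 12 s after thallium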
STAT1 blocker: reduces IFN-gamma driven STAT1 reporter signal; actives 0.35% (n = 200,000); inhibition, % at 5.5 µM; NIH 3T3 STAT1-luciferase reporter, luminescence;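 active means inhibition above a set limit, the mean inhibition across all tested compounds plus 3 SD, cut at about 34% in these data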;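 further: 0% = IFN-gamma with DMSO and 100% = IFN-gamma with 300 µM nifuroxazide; values of inactives mirror those of a sister screen read the other way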
SRC2 TRFRET art: TR-FRET artefact, counter-screen to PPARgamma/SRC-2 agonist assay. active compounds read high. TR-FRET ratio at 8 µM. actives 0.4% (n = 200,000); in the data active means TR-FRET ratio above about 2000; further: inactives centre near 1500
RAM network inh: blocks the yeast RAM network | S. cerevisiae dse1pr::URA3 reporter, 5-FOA growth OD615, 2 d; analog-sensitive cbk1-as2 kinase mutant strain | inhibition, % at 50 µM | actives 1.8% (n = 190,000) | AID 868;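 active means inhibition above a set limit, 3 SD over mean compound inhibition, cut at about 8.4% in these data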;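 further: 0% = DMSO-only wells with no growth and 100% = 10 µM 1-NA-PP1 full growth; inhibition rescues growth on 5-FOA so higher OD means more RAM inhibition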
TLR4-MyD88 BLA: inhibitors of human TLR4-MyD88 binding; O00206+Q99836; HeLa CL3-4 TLR4/MyD88 BLA complementation, FRET ratio; inhibition, % at 8.4 µM; actives 0.18% (n = 200,000); AID 861; in the data active means inhibition above about 25%;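 further: 0% = vehicle and 100% = reference inhibitor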
Target sequence (O00206 whole entry, looked up): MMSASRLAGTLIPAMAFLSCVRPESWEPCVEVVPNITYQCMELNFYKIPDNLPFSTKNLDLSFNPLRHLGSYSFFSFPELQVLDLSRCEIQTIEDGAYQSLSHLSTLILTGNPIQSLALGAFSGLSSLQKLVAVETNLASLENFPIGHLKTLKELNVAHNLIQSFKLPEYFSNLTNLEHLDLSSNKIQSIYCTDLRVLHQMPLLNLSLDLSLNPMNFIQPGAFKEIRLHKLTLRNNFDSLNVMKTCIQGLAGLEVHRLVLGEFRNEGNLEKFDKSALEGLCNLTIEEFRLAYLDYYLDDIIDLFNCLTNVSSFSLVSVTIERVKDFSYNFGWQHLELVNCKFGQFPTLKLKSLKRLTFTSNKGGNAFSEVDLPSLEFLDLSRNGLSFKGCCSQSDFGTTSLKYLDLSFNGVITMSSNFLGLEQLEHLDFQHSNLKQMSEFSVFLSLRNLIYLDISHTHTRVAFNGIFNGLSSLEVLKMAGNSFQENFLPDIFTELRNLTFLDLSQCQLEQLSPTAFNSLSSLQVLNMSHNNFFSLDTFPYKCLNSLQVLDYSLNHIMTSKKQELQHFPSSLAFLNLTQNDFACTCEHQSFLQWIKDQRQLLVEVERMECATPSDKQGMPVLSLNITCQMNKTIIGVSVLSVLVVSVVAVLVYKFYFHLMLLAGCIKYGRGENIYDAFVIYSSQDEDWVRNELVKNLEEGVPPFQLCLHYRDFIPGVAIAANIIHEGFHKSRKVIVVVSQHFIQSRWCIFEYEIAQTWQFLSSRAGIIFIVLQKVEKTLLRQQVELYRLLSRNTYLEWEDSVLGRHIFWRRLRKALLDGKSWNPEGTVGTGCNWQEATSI
Target sequence (Q99836 whole entry, looked up): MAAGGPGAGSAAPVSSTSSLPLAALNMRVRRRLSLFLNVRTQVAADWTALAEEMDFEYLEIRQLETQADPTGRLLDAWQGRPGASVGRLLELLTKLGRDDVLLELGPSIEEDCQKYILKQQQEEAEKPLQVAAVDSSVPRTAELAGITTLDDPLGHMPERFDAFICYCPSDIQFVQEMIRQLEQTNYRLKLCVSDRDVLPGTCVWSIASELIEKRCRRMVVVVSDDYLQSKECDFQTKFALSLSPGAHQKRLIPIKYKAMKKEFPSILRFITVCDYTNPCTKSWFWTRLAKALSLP
PPARg SRC-2 ag: agonists of SRC-2 recruitment by human PPARgamma; P37231; actives 0.34% (n = 200,000); activation, % at 8 µM; PPARgamma LBD-SRC-2 recruitment, biochemical; in the data active means activation above about 22%;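 further: 0% = vehicle and 100% = reference agonist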
STAT3 blocker: inhibitors of IL-6 induced STAT3 signaling; U3A cells, IL-6 STAT3-luciferase reporter, luminescence; host cell line lacks STAT1; inhibition, % at 5.5 µM; actives 0.89% (n = 190,000);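 active means inhibition above the mean inhibition across all screened compounds plus 3 SD, cut at about 44% in these data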;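 further: 0% = DMSO only wells and 100% = 100 µM nifuroxazide control wells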
S1P3 antag: S1P3 (human) receptor antagonism; Q99500; CHO S1P3 NFAT-BLA reporter, FRET fluorescence, antagonist mode; inhibition, % at 4.98 µM; actives 0.27% (n = 170,000); AID 485;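 active means inhibition above the plate cutoff, the mean inhibition of test wells on that plate plus 3 SD, cut at about 28% in these data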;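 further: cells challenged with S1P at its EC80 of 0.8 µM; blue over green emission ratio from cleaved BLA substrate after 4 h stimulation; 0% = S1P-stimulated wells and 100% = unstimulated DMSO-only wells; some compounds past the cut are filed as inactive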
STAT3 act: STAT3 signaling activation. activation (% of control), % at 5.6 µM. AID 871. actives 0.91% (n = 190,000). U3A cells, IL-6 STAT3-luciferase reporter, luminescence; 100% = signal with IL-6 EC80 alone;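 active means activation above the screen-wide mean of compound activation plus 3 SD, cut at about 130% in these data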;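 further: 0% = background luminescence of wells with medium and substrate only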
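system = STAT3-luciferase reporter U3A cells | reagent = IL-6 stimulus at 33 ng/mL final | timing = 1 h compound pre-exposure, 6 h IL-6 stimulation, 37 °C | measured by = luminescence | evaluation = % activation versus median of IL-6-stimulated wells | control set = IL-6-only wells as 100% reference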
PPARg SRC-3 ag: agonists of human PPARgamma SRC-3 coactivator recruitment; biochemical PPARgamma/SRC-3 coactivator recruitment assay; activation, % at 8 µM; actives 0.26% (n = 200,000); AID 731; in the data active means activation above about 23%;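 further: 0% = DMSO and 100% = reference agonist; some compounds past the cut are filed as inactive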
PPARg SRC1 recr: agonists of human PPARgamma SRC-1 coactivator recruitment; AID 631; P37231; actives 0.41% (n = 200,000); activation, % at 8 µM; PPARgamma-SRC-1 coactivator recruitment biochemical assay; in the data active means activation above about 19%;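 further: 0% = DMSO and 100% = reference agonist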
Starred values were filed as active, the others as inactive.

Screening CCOC(=O)Cn1c(=O)c2c(nc(Br)n2Cc2ccccc2Cl)n(C)c1=O returned ROMK mod -0.717, STAT1 blocker 3.4, SRC2 TRFRET art 1600, RAM network inh 3.5, TLR4-MyD88 BLA -14.0, PPARg SRC-2 ag 10.6, STAT3 blocker 4.3, STAT3 act 99.0, PPARg SRC-3 ag -1.5 and PPARg SRC1 recr 2.1.
For Cc1cc2cc(CNC(=O)c3cccs3)ccc2[nH]1 the results were STAT1 blocker -14.5, SRC2 TRFRET art 1594, RAM network inh 2.9, TLR4-MyD88 BLA 1.6, PPARg SRC-2 ag -6.7, STAT3 blocker 3.6, STAT3 act 104.4, PPARg SRC-3 ag -8.9 and PPARg SRC1 recr -2.5.
`CC1(C)CC(=O)C2=C(C1)OC1OC(=O)CC21C` (stereo unspecified) gave ROMK mod 1.39*, STAT1 blocker -4.8, SRC2 TRFRET art 1457, RAM network inh 0.9, TLR4-MyD88 BLA 7.0, PPARg SRC-2 ag 2.3, STAT3 blocker 2.5, S1P3 antag -14.4, STAT3 act 101.3, PPARg SRC-3 ag -0.5 and PPARg SRC1 recr -2.0.
For O=C(CCCSc1ccccc1)Nc1nc(-c2ccco2)c(-c2ccco2)s1 the results were ROMK mod -0.735, STAT1 blocker 0.6, SRC2 TRFRET art 1754, RAM network inh 12.7*, TLR4-MyD88 BLA -1.2, PPARg SRC-2 ag 19.2, STAT3 blocker 0.3, S1P3 antag -8.1, STAT3 act 99.7, PPARg SRC-3 ag 9.6 and PPARg SRC1 recr 2.2.
Screening Cc1ccccc1S(=O)(=O)/N=C(/Nc1c(C)n(C)n(-c2ccccc2)c1=O)c1ccccc1 returned ROMK mod 0.551, STAT1 blocker 2.1, SRC2 TRFRET art 1670, RAM network inh 1.2, TLR4-MyD88 BLA -4.7, PPARg SRC-2 ag -0.4, STAT3 blocker 2.8, S1P3 antag 4.0, STAT3 act 101.9, PPARg SRC-3 ag -0.9 and PPARg SRC1 recr -1.8.
`[S-]C(=Nc1ccc(Cl)cc1)N[n+]1ccccc1` gave ROMK mod 0.0913, STAT1 blocker -3.7, SRC2 TRFRET art 1338, RAM network inh 1.6, TLR4-MyD88 BLA 0.8, PPARg SRC-2 ag 0.6, STAT3 blocker 3.4, S1P3 antag -1.7, STAT3 act 101.1, PPARg SRC-3 ag 1.1 and PPARg SRC1 recr 2.7.
O=C(N=C1c2ccccc2CN1c1ccc(F)cc1)c1ccc(Cl)nc1 was read as ROMK mod -0.407, STAT1 blocker 6.7, SRC2 TRFRET art 1605, RAM network inh -0.4, TLR4-MyD88 BLA -0.9, PPARg SRC-2 ag -1.6, STAT3 blocker -8.7, S1P3 antag 0.3, STAT3 act 109.2, PPARg SRC-3 ag 0.4 and PPARg SRC1 recr -1.6.
`OCCN(Cc1ccccc1)Cc1ccccc1F` gave STAT1 blocker 7.3, SRC2 TRFRET art 1756, RAM network inh 0.2, TLR4-MyD88 BLA 2.5, PPARg SRC-2 ag 2.0, STAT3 blocker 5.0, S1P3 antag -11.6, STAT3 act 99.3, PPARg SRC-3 ag 5.5 and PPARg SRC1 recr -0.5.
For C(=N\NC1=Nc2cccc3cccc1c23)/c1ccccc1 the results were STAT1 blocker -89.4, SRC2 TRFRET art 1500, RAM network inh 0.1, TLR4-MyD88 BLA 0.0, PPARg SRC-2 ag -13.9, STAT3 blocker -48.7, S1P3 antag 18.3, STAT3 act 143.8*, PPARg SRC-3 ag 2.5 and PPARg SRC1 recr 7.6.
Screening O=C(O)c1cn(-c2ccccc2)nc1-c1ccncc1 returned STAT1 blocker -1.1, SRC2 TRFRET art 1444, RAM network inh 0.3, TLR4-MyD88 BLA 6.9, PPARg SRC-2 ag 9.2, STAT3 blocker -4.0, S1P3 antag -20.1, STAT3 act 104.9, PPARg SRC-3 ag -2.7 and PPARg SRC1 recr 2.8.
`Cc1nc2ccc(F)cc2cc1C(=O)NC(C)C` gave STAT1 blocker 8.1, SRC2 TRFRET art 1676, RAM network inh 0.5, TLR4-MyD88 BLA -8.6, PPARg SRC-2 ag 1.1, STAT3 blocker -7.6, S1P3 antag -3.2, STAT3 act 109.1, PPARg SRC-3 ag 8.3 and PPARg SRC1 recr -0.3.
Cc1cc(OCC(=O)N2CCCC2)ccc1Cl was read as STAT1 blocker -16.7, SRC2 TRFRET art 1593, RAM network inh 1.5, TLR4-MyD88 BLA 14.4, PPARg SRC-2 ag 9.2, STAT3 blocker 11.3, S1P3 antag 6.9, STAT3 act 94.2, PPARg SRC-3 ag 5.0 and PPARg SRC1 recr 2.3.
`O=C(CSc1nnnn1-c1ccc2c(c1)OCCO2)OC1CCCCC1` gave STAT1 blocker -19.0, SRC2 TRFRET art 1638, RAM network inh 4.7, TLR4-MyD88 BLA 2.8, PPARg SRC-2 ag 0.2, STAT3 blocker 5.6, S1P3 antag -1.2, STAT3 act 97.0, PPARg SRC-3 ag -7.2 and PPARg SRC1 recr 6.0.
Screening O=C(CCCCl)OCc1cn(-c2ccc(Cl)cc2)nn1 returned ROMK mod -1.17, STAT1 blocker 2.7, SRC2 TRFRET art 1471, RAM network inh -0.7, TLR4-MyD88 BLA -4.6, PPARg SRC-2 ag 3.4, STAT3 blocker 11.6, S1P3 antag -1.9, STAT3 act 97.1, PPARg SRC-3 ag 0.1 and PPARg SRC1 recr 1.4.
Screening Cc1c(C(=O)N2CCc3ccccc32)oc2ccccc12 returned STAT1 blocker -61.8, SRC2 TRFRET art 1571, RAM network inh 0.6, TLR4-MyD88 BLA 1.8, PPARg SRC-2 ag 1.1, STAT3 blocker -5.3, S1P3 antag -1.9, STAT3 act 106.6, PPARg SRC-3 ag 0.1 and PPARg SRC1 recr -4.9.
Cc1ccc(-c2nc3ccsc3c(=O)o2)cc1 was read as STAT1 blocker -32.3, SRC2 TRFRET art 1466, RAM network inh 3.6, TLR4-MyD88 BLA 4.3, PPARg SRC-2 ag 5.4, STAT3 blocker -35.3, STAT3 act 131.0, PPARg SRC-3 ag -11.1 and PPARg SRC1 recr -5.3.
CCOC(=O)N1CCN(C(=O)c2ccccc2-c2ccccc2)CC1 was read as STAT1 blocker 6.0, SRC2 TRFRET art 1529, RAM network inh 0.2, TLR4-MyD88 BLA -1.6, PPARg SRC-2 ag -0.1, STAT3 blocker 2.0, S1P3 antag 18.2, STAT3 act 100.7, PPARg SRC-3 ag -1.4 and PPARg SRC1 recr 6.8.
`O=C(N/N=C1/CCc2ccccc21)C1CC1` gave ROMK mod 0.0287, STAT1 blocker -13.8, SRC2 TRFRET art 1614, RAM network inh 0.3, TLR4-MyD88 BLA 9.9, PPARg SRC-2 ag -1.3, STAT3 blocker -11.1, S1P3 antag -12.2, STAT3 act 114.1, PPARg SRC-3 ag -0.9 and PPARg SRC1 recr 4.2.
Screening CC(C)n1c(N2CCN(C(=O)NCc3ccccc3)CC2)nc2ccccc21 returned ROMK mod -2.27, STAT1 blocker -8.4, SRC2 TRFRET art 1587, RAM network inh 4.4, TLR4-MyD88 BLA -1.8, PPARg SRC-2 ag -0.3, STAT3 blocker 16.0, S1P3 antag 2.6, STAT3 act 87.8, PPARg SRC-3 ag 1.6 and PPARg SRC1 recr 11.9.
Screening COC(=O)c1cc(NC(=O)c2ccc(C)cc2)c(=O)oc1C returned ROMK mod -0.707, STAT1 blocker -22.8, SRC2 TRFRET art 1588, RAM network inh 2.0, TLR4-MyD88 BLA -15.2, PPARg SRC-2 ag -0.2, STAT3 blocker 13.4, S1P3 antag 16.2, STAT3 act 90.9, PPARg SRC-3 ag -1.6 and PPARg SRC1 recr 0.0.
Screening Cc1ccc2nsnc2c1S(=O)(=O)NCc1ccc2c(c1)OCO2 returned ROMK mod 0.302, STAT1 blocker 3.2, SRC2 TRFRET art 1567, RAM network inh 2.2, TLR4-MyD88 BLA 11.8, PPARg SRC-2 ag 0.4, STAT3 blocker -0.4, S1P3 antag -10.0, STAT3 act 103.5, PPARg SRC-3 ag -8.5 and PPARg SRC1 recr -2.1.
`Cn1c(N)c(C(=O)COC(=O)c2cc(C3CC3)nc3ccccc23)c(=O)n(C)c1=O` gave ROMK mod 0.925, STAT1 blocker -9.4, SRC2 TRFRET art 1428, RAM network inh 3.0, TLR4-MyD88 BLA 2.1, PPARg SRC-2 ag 1.9, STAT3 blocker 1.7, S1P3 antag 4.1, STAT3 act 96.2, PPARg SRC-3 ag 0.8 and PPARg SRC1 recr 5.5.
`COc1ccc(OC(C)C(=O)Nc2cccc(OC)c2)cc1` (stereo unspecified) gave STAT1 blocker 1.2, SRC2 TRFRET art 1731, RAM network inh 2.5, TLR4-MyD88 BLA 12.6, PPARg SRC-2 ag 7.4, STAT3 blocker 13.2, STAT3 act 88.2, PPARg SRC-3 ag -3.4 and PPARg SRC1 recr 5.4.
`Cc1cccc(S(=O)(=O)NCCC(=O)OCC(=O)Nc2ccc(C#N)cc2)c1` gave ROMK mod -0.494, STAT1 blocker -8.0, SRC2 TRFRET art 1466, RAM network inh 0.7, TLR4-MyD88 BLA -5.0, PPARg SRC-2 ag -2.5, STAT3 blocker -9.1, S1P3 antag -16.4, STAT3 act 105.5, PPARg SRC-3 ag -0.4 and PPARg SRC1 recr -1.4.
Screening COCCCNC(=O)C1CC(=O)N(CCc2ccccc2)C1 (stereo unspecified) returned ROMK mod 0.00434, STAT1 blocker 1.2, SRC2 TRFRET art 1365, RAM network inh 1.2, TLR4-MyD88 BLA 8.9, PPARg SRC-2 ag -3.4, STAT3 blocker -2.0, STAT3 act 99.2, PPARg SRC-3 ag 7.2 and PPARg SRC1 recr 4.7.
`Cc1ccnc(SCc2cn3c(C)cc(C)nc3n2)n1` gave ROMK mod 0.766, STAT1 blocker -5.3, SRC2 TRFRET art 1401, RAM network inh -1.2, TLR4-MyD88 BLA -7.1, PPARg SRC-2 ag -0.2, STAT3 blocker -1.0, S1P3 antag -17.5, STAT3 act 102.8, PPARg SRC-3 ag 1.1 and PPARg SRC1 recr -0.5.
Cc1nc2[nH]onc2c2nccc(=O)c12 was read as ROMK mod 0.496, STAT1 blocker 4.5, SRC2 TRFRET art 1436, RAM network inh 2.0, TLR4-MyD88 BLA 3.6, PPARg SRC-2 ag -5.8, STAT3 blocker 0.4, S1P3 antag 2.0, STAT3 act 102.0, PPARg SRC-3 ag -5.3 and PPARg SRC1 recr -3.7.
Screening O=C(NCc1ccccc1Cl)C1CCCN(c2nc3ccsc3c(=O)s2)C1 (stereo unspecified) returned ROMK mod -0.00399, STAT1 blocker 4.9, SRC2 TRFRET art 1851, RAM network inh 3.0, TLR4-MyD88 BLA -6.0, PPARg SRC-2 ag 4.8, STAT3 blocker -0.8, S1P3 antag -2.0, STAT3 act 101.9, PPARg SRC-3 ag -0.2 and PPARg SRC1 recr 11.1.
CC(=NC1CCCC1)c1c(C)[nH]n(-c2nc3ccccc3s2)c1=O was read as ROMK mod 0.779, STAT1 blocker -45.2, SRC2 TRFRET art 1601, RAM network inh 1.1, TLR4-MyD88 BLA 2.0, PPARg SRC-2 ag 1.6, STAT3 blocker 13.7, STAT3 act 92.5, PPARg SRC-3 ag -5.2 and PPARg SRC1 recr -5.0.

High-throughput results as filed in PubChem BioAssay.

Hits appear at their usual frequency; any-hit rate near 5.6%.
